Compound activity deposited in PubChem by several laboratories.
FAK inh – FAK kinase inhibitors, primary screen, biochemical. Focal adhesion kinase 1 (Homo sapiens), Q05397. biochemical FAK kinase activity assay. inhibition, %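 (tested at 7 µM)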. 0.84% of 97,000 active. AID 727, 2007; in the data active = inhibition above about 19%;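 also: 0% = DMSO and 100% = reference compound high control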
Rev-RRE block – HIV-1 Rev-RRE binding inhibitors, primary screen, biochemical, FRET, protein-RNA interaction; AID 704, 2007; P05866; Rev peptide-RRE RNA binding; 0.79% of 97,000 active; inhibition, % at 8 µM;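 active = inhibition above the screen-wide mean plus 3 SD, cut at about 35% in these data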;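 also: 0% = median DMSO wells and 100% = median Neomycin B control wells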
Target sequence (P05866 whole entry, looked up): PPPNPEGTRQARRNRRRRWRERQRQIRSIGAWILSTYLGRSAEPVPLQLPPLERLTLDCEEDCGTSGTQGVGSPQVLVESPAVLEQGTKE
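Assay system: Labelled RRE RNA duplex and labelled Rev peptide | Times: 5 min preincubation and 15 min binding, 25 °C | Detection: FRET, ex 480 nm, em 540 and 671 nm | Evaluation: % inhibition of FRET ratio versus controls | Benchmarks: DMSO wells as 0% and neomycin B wells as 100% inhibition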
LYP inh 2 – PTPN22 phosphatase inhibitors, primary screen, biochemical, DiFMUP fluorescence, 2 µM. 0.21% of 96,000 active. inhibition, % at 2 µM. recombinant LYP catalytic domain. Tyrosine-protein phosphatase non-receptor type 22 (Homo sapiens), Q9Y2R2;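 active = inhibition at 2 µM at or above a set limit, the screen mean plus 3 SD, cut at about 24% in these data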;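 also: 0% = DMSO with enzyme and 100% = enzyme fully blocked by orthovanadate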
PostGolgi yeast – phenotypic screen on post-Golgi transport, primary screen; post-Golgi transport phenotypic cell assay; 0.9% of 98,000 active; AID 739, 2007; inhibition, % at 10 µM;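 also: yeast cells grown in 1536-well plates; yeast grown about 18 h at 30C before absorbance read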
EphB4 antag – EphB4-ephrin-B2 interaction antagonists, primary screen, biochemical, TNYL-RAW peptide probe, fluorescence polarization; Ephrin type-B receptor 4 (Homo sapiens), P54760; EphB4 LBD / TNYL-RAW-Alexa532 peptide; inhibition, % at 7 µM; 0.15% of 97,000 active;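 active = inhibition above the screen-wide mean inhibition plus 3 SD, cut at about 15% in these data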;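 also: 0% = DMSO wells and 100% = excess unlabeled TNYL-RAW peptide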
S1P2 ag – S1P2 receptor agonists, primary screen, cell-based. S1P2-expressing cell line, agonist reporter read-out. activation, % at 4.5 µM. 0.46% of 97,000 active. AID 729, 2007. Sphingosine 1-phosphate receptor 2 (Homo sapiens), O95136; in the data active = activation above about 16%;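 also: 0% = vehicle low control and 100% = maximal reference agonist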
Target sequence (O95136 whole entry, looked up): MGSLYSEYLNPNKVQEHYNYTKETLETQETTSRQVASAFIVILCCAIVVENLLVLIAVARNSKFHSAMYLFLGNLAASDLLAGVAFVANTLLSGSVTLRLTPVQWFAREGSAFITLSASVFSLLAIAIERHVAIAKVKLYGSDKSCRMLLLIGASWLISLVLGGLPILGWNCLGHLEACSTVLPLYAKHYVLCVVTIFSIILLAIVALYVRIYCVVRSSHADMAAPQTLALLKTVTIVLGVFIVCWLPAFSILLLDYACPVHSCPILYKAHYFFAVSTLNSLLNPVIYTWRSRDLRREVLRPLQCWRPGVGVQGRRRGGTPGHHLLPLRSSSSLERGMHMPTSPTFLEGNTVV
PostGolgi ctrl – growth inhibition of yeast control strain, primary screen, counter-screen for post-Golgi transport modulator project | inhibition, % at 10 µM | AID 738, 2007 | efflux-deficient yeast background strain, growth absorbance A615, 16 h | 5% of 98,000 active
S1P2 antag – human S1P2 receptor antagonists, primary screen, cell-based. AID 736, 2007. Sphingosine 1-phosphate receptor 2 (Homo sapiens), O95136. inhibition, % at 5 µM. 0.21% of 97,000 active. cell-based S1P2 antagonist assay, inhibition at 5 uM; in the data active = inhibition above about 45%;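 also: CRE beta-lactamase reporter cells expressing human S1P2 stimulated with S1P; 0% = agonist at EC80 alone and 100% = agonist plus reference antagonist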
PTPN22 act – LYP phosphatase activators, primary screen, biochemical, DiFMUP fluorescence, 2 µM. recombinant LYP; 0 = plate median, 100 = signal doubled. activation, % at 2 µM. 0.11% of 96,000 active;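 active = activation at 2 µM above a set limit, the mean plus 5 SD, cut at about 37% in these data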
An asterisk follows results filed as active; nt = no result given. Rule as the data show it, unless noted: active = inhibition above about 30%; inactive = the rest.

#	smiles	S1P2 antag	FAK inh	PostGolgi yeast	EphB4 antag	Rev-RRE block	LYP inh 2	S1P2 ag	PostGolgi ctrl	PTPN22 act
1	CCCC(=O)Nc1ccc(NC(=O)CCc2ccccc2)cn1	10	3	30*	0	5	-5	-4	1	3
2	CC(C)(C)C(=O)[C@@H]1[C@@H]2C(=O)N(c3ccc4c(c3)OCCO4)C(=O)[C@@H]2C2c3ccccc3C=CN21 (stereo partly drawn)	23	12	-3	-1	8	10	-9	-2	-10
3	CCCCNC(=S)NNC(=O)c1cccnc1	15	0	nt	6	10	6	-7	nt	-6
4	CN1C(=O)CC2(CC(=O)N(Cc3ccccc3)C2)C1=O (stereo not drawn)	3	-1	2	0	6	5	2	7	-3
5	Cc1c(NC(=O)C2(c3ccccc3)CCOCC2)c(=O)n(-c2ccccc2)n1C	12	0	-2	-1	2	-7	-6	18	4
6	CCCn1c(=O)c(C(=O)NCc2ccc(OC)c(OC)c2)c(O)c2ccccc21	-21	1	-2	5	3	1	0	-1	-3
7	O=C(NCc1ccco1)c1cnn2c1NC(c1ccccc1)CC2C(F)(F)F (stereo not drawn)	22	-1	-6	-2	12	8	-5	3	-9
8	Cc1cc(NS(=O)(=O)c2ccc(NC(=O)CCCOc3ccccc3)cc2)no1	-8	-2	11	-10	-2	-4	-7	7	1
9	O=C(NC1CCCCC1)C(c1ccco1)N(Cc1cccnc1)C(=O)C1COc2ccccc2O1 (stereo not drawn)	5	1	7	-3	2	-3	-4	30*	3
10	Cc1ncoc1C(=O)Nc1cccc(Cl)c1C	-1	0	-6	4	7	-3	-3	8	-5
11	CCN(CC)S(=O)(=O)N1CCC(C(=O)NCCN2CCOCC2)CC1	10	-1	0	0	4	3	-10	3	-4
12	CCN(C(=O)c1c(-c2ccccc2)noc1C)c1ccccc1	-4	2	-4	2	5	3	1	5	-2
13	Cc1ccc(NC(NC(=O)c2cccs2)C(Cl)(Cl)Cl)cc1C (stereo not drawn)	19	3	5	1	13	7	-12	16	-2
14	CC(C)C(=O)Nc1cccc(NC(=S)NC(=O)c2ccc([N+](=O)[O-])cc2)c1	8	2	1	6	4	-2	-9	7	3
15	COc1ccc2[nH]c(=O)c(CN(C(=O)COc3ccccc3)C(C)C)cc2c1	1	3	0	5	5	2	-6	-13	-3
16	CC(=O)Nc1cccc(-c2csc(Nc3ccccn3)n2)c1	2	2	-15	-4	5	-1	-2	12	2
17	CC(C)C(NS(=O)(=O)c1cccc2nsnc12)C(=O)NCCC1=CCCCC1 (stereo not drawn)	10	3	-4	0	6	-11	-4	9	7
18	C=CCn1c(=O)c(C(=O)Nc2ccccc2C(=O)OCC)c(O)c2ccccc21	-15	0	1	-5	-2	-16	-7	10	12
19	COc1ccccc1-c1nn2c(C3COc4ccccc4O3)nnc2s1 (stereo not drawn)	1	0	2	-8	0	3	-10	27	-5
20	Cc1cc(C)n2ncc(C(=O)NCc3ccccc3)c2n1	-34	-3	-5	-1	-3	-3	-3	-6	1
21	O=C(N/N=C/c1ccncc1)c1cc([N+](=O)[O-])cc([N+](=O)[O-])c1O	-1	4	-9	19*	5	46*	-3	-9	-44
22	COc1ccc(-c2cn3cc(Cl)ccc3n2)cc1OC	6	2	6	7	7	1	-3	8	-2
23	CCCCC(C)n1[nH]c(=O)cc1N (stereo not drawn)	-15	-2	3	5	5	-11	-3	-1	12
24	Cc1cnc(C(=O)Nc2ccc(C(=O)N3CCCCC3)cc2)cn1	-17	-2	-4	-5	-5	0	-3	-10	5
25	CC(C)CCN(C)C1CCN(C(=O)Nc2c(F)cccc2F)CC1	17	-1	-4	-6	1	-9	0	10	6

Profiles from above:
CC(C)C(=O)Nc1cccc(NC(=S)NC(=O)c2ccc([N+](=O)[O-])cc2)c1 reads S1P2 antag: 8; FAK inh: 2; PostGolgi yeast: 1; EphB4 antag: 6; Rev-RRE block: 4; LYP inh 2: -2; S1P2 ag: -9; PostGolgi ctrl: 7; PTPN22 act: 3
CCN(C(=O)c1c(-c2ccccc2)noc1C)c1ccccc1 reads S1P2 antag: -4; FAK inh: 2; PostGolgi yeast: -4; EphB4 antag: 2; Rev-RRE block: 5; LYP inh 2: 3; S1P2 ag: 1; PostGolgi ctrl: 5; PTPN22 act: -2

Further results.
#	smiles	S1P2 antag	FAK inh	PostGolgi yeast	EphB4 antag	Rev-RRE block	LYP inh 2	S1P2 ag	PostGolgi ctrl	PTPN22 act
26	CCC(=O)N1CCc2cc(Br)cc(S(=O)(=O)N3CCCCCC3)c21	-7	-2	8	-2	3	2	-2	36*	-5
27	CCOC(=O)c1ccc(NC(=O)COc2ccc(S(=O)(=O)NC(C)CC)cc2)cc1 (stereo not drawn)	-23	1	-23	-7	-2	12	-5	-3	-10
28	O=C(Nc1ccc2c(c1)OCCO2)c1cccc2nc3ccccc3nc12	1	38*	1	9	0	9	1	25	-7
29	O=C(OCCN1CCN(c2ncc(C(F)(F)F)cc2Cl)CC1)c1ccc(F)cc1	-3	0	6	1	9	4	-13	11	-2
30	c1ccc(Nc2ncnc3sc4c(c23)CCC4)cc1	10	12	-2	0	2	-7	-1	6	11
31	O=C(c1cccc(F)c1)N1CCN(S(=O)(=O)c2ccc(C(F)(F)F)cc2)CC1	15	6	12	1	2	-2	-11	7	0
32	O=C(c1ccccc1)c1ccc(OC(=O)N2CCCC2)cc1	-18	2	nt	0	6	2	-1	nt	-1
33	CC(C)NS(=O)(=O)c1ccc(OCC(=O)N(C)Cc2ccccc2)cc1	-2	1	0	2	5	21	0	-1	-22
34	COc1ccc(N2CCN(C(=O)CNC(=O)c3ccc(C(C)(C)C)cc3)CC2)cc1	6	4	-4	4	5	9	-8	1	-8
35	COc1ccc(CCN(Cc2cc3cccc(C)c3[nH]c2=O)C(=O)NC2CCCCC2)cc1OC	8	-3	-6	-5	4	9	-3	-11	-8
36	COC(=O)/C(=C/c1cn(C)c2ccccc12)[N+](=O)[O-]	26	1	-10	-2	21	15	-9	2	-10
37	Clc1ccc(Cn2c(-c3cccnc3Cl)nc3ccccc32)cc1	7	1	7	1	15	-4	-4	18	7
38	CCCn1c(N)c(N(C)C)c(=O)n(CC(=O)Nc2ccc(OC(F)(F)F)cc2)c1=O	4	2	15	-5	4	1	-6	-6	-3
39	CSc1ccc(Cc2ccc(Cl)cc2Cl)nn1	-9	3	-2	-8	2	-3	-7	11	6
40	CN1/C(=C\C(=O)c2cccs2)Sc2ccccc21	6	-1	24	8	-3	6	6	3	-7
41	Cc1ccc(CNC(=O)CSc2nc3ccsc3c(=O)n2NC(=O)c2ccccc2)cc1	5	-12	-4	-3	1	-8	-5	-5	12
42	Nc1nnc(SCC(=O)N2CCN(c3cccc(Cl)c3)CC2)n1-c1ccccc1	-7	-1	nt	3	5	4	-3	nt	-6
43	CCN(C(=O)c1cc2cc3ccc(C)cc3nc2o1)c1ccc(OC)cc1	-14	-3	7	-3	11	0	-11	17	1
44	CC(NC(=O)c1ccc(Cl)cc1)C(=O)N1CCCCC1 (stereo not drawn)	10	-1	-14	-1	2	8	-5	9	-9
45	CCOC(=O)C1=C(C)N(C)C(=O)NC1c1ccc(C)s1 (stereo not drawn)	0	3	-2	1	1	-34	-2	7	33
46	COc1ccc(-c2noc(CCC(=O)Nc3ccc(C)c(C)c3)n2)cc1	-14	1	-3	3	6	8	-5	9	-5
47	Cc1noc(NS(=O)(=O)c2ccc(N/C=C\C(=O)c3ccncc3)cc2)c1C	-10	10	-1	3	2	-1	-4	8	2
48	Clc1ccc2[nH]c3c(c2c1)CCc1cn[nH]c1-3	16	20*	74*	-1	-2	-4	-5	57*	1
49	CC1(C)Cc2c(c(N3CCOCC3)nc3snc(Br)c23)CO1	-40	-1	-13	-6	4	-6	6	16	3
50	COCCN1Cc2cccc(C(=O)Nc3c(C)cccc3C)c2C1=O	-10	2	6	-6	-3	2	0	11	-2
51	CC1Cc2ccccc2N1C(=O)CSc1nc(N)cc(=O)[nH]1 (stereo not drawn)	-2	1	-7	3	6	-7	-1	3	4
52	CS(=O)(=O)N(CC(=O)N1CCCC1)c1ccc(Cl)c(Cl)c1	5	-1	-1	1	6	13	-6	6	-11
53	CCCCc1cc(=O)oc2c(CN(C)C)c(O)ccc12	-2	-1	9	5	6	5	4	6	-1
54	Cc1ccc(C)c(-n2c(SCC(N)=O)nnc2-c2ccccn2)c1	-7	-2	16	-5	-5	-6	-2	-2	8
55	O=c1cc(CO)oc(C(Nc2ccccn2)c2ccc(C(F)(F)F)cc2)c1O (stereo not drawn)	-2	-2	5	0	1	9	-2	2	-12
56	Cc1nn(-c2ccccc2)c(=S)n1-c1ccccc1	2	-1	-17	-2	6	-3	-9	6	2
57	Cc1cc(C)c2c(CN3CCN(Cc4ccc5c(c4)OCO5)CC3)cc(=O)oc2c1C	13	-1	2	-3	1	6	-6	7	-8
58	Cc1cc(C)nc(N2CCN(c3nnnn3-c3ccccc3)CC2)n1	10	4	-8	7	4	1	-6	5	-3
59	Cc1nc2ccccn2c1/C(O)=C1\C(=O)C(=O)N(CCN2CCOCC2)C1c1cccnc1 (stereo not drawn)	5	10	1	9	17	-3	-3	5	2
60	O=C(NCc1ccco1)C1CCC(N2C(=O)c3ccccc3C2=O)CC1 (stereo not drawn)	28	-2	9	-4	-4	-16	-6	-14	13
61	Cc1ccc(CSc2nnc(CC(=O)Nc3ccc(C)cc3)n2C)cc1	-5	-1	7	-7	2	0	-1	11	4
62	Cn1c(NC(=O)c2cccnc2)nc2ccccc21	11	9	-7	-5	0	-1	-3	13	-2
63	CCCc1nnc(NC(=O)CCC(=O)N2CCCCCC2)s1	1	4	-2	-7	2	6	-3	5	-8
64	Cc1ccc2c(c1)c(=O)c1c3n2CCN(C(=O)CCl)C3CC1 (stereo not drawn)	2	12	13	0	12	4	-1	18	-6
65	COc1ccc(C)cc1NC(=O)CN1C(=O)c2cccc3cccc1c23	-4	1	-4	6	-1	-4	-5	-3	7
66	CCc1c(C)c(C#N)c2nc3ccccc3n2c1Nc1c(C)n(C)n(-c2ccccc2)c1=O	-4	-2	8	0	-4	0	-5	-2	-2
67	O=C(O)c1ccc2c(c1)C(c1ccccc1)OC2=O (stereo not drawn)	9	-3	-3	2	3	5	-3	-6	-8
68	Cc1cc(C(F)(F)F)nn1Cc1n[nH]c(=S)n1-c1ccc(Cl)cc1	-2	-2	8	3	3	-5	-4	0	1
69	Cc1ccc2cc(CN(CCN3CCCC3)C(=O)Nc3ccccc3)c(=O)[nH]c2c1C	-15	1	-2	-14	8	-6	-3	8	3
70	CCOc1nc(NCCc2ccc(OC)c(OC)c2)nc(N2CCN(c3ccc(OC)cc3)CC2)n1	-20	-2	-9	-3	1	17	1	4	-19
71	CCOC(=O)c1cn(CC(=O)Nc2ccc3c(c2)OCCO3)nn1	1	-1	0	2	7	7	-4	8	-5
72	CC1(C)Cc2noc(N)c2C(C)(C)N1OC(=O)c1scc2c1OCCO2	11	5	4	-1	2	4	-3	21	-5
73	O=C(CSCc1ccc(F)cc1)N1CCN(c2ccccc2)CC1	13	2	10	-1	11	-2	-5	13	4
74	O=C1C2C3C=CC(C3)C2C(=O)N1c1ccncc1 (stereo not drawn)	20	3	0	-6	3	-10	-2	1	8
75	COC(=O)c1ccc(NC(=O)c2ccc(CN3CCOCC3)cc2)cc1	-15	0	25	-1	0	-8	-2	19	3
